Assay outcomes as filed in PubChem BioAssay.
human PMI inhibitors: human PMI inhibitors, high substrate, primary screen, biochemical, fluorescence intensity, high mannose 6-phosphate (AID 1220); recombinant PMI enzyme, coupled fluorescence intensity; higher % means a stronger effect; one-dose inhibition, % at 20 µM; IC50 in µM for titrated hits; 190,000 compounds, 0.66% hits
P. falciparum M1AAP: P. falciparum M1AAP inhibitors, biochemical, fluorogenic H-Leu-NHMec substrate, 1536-well (AID 1445). recombinant M1AAP, H-Leu-NHMec fluorogenic kinetic assay; higher % means a stronger effect. inhibition, % at 30 µM; hits with a dose series show IC50 in µM. 220,000 compounds, 0.42% hits;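 active = primary inhibition above the hit cutoff, then over 50% inhibition at one or more dose response concentrations, cut at about 23% in these data, passing the limit was not always enough; inconclusive = conflicting primary data, or primary hits not chosen for dose response; inactive = low primary inhibition, or under 50% at every dose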;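 also: plate controls were DMSO full reaction for no effect and no enzyme background for full effect; strong numbers were not always called active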
TNAP activators: human TNAP enzyme activators, primary screen, biochemical, luminescent, no phosphate acceptor, uHTS (AID 1001); purified TNAP, luminescent activation assay, no phosphate acceptor; higher activation fold means a stronger effect; 200,000 compounds, 0.03% hits; activation fold at 20 µM, or EC50 in µM where a hit was titrated; in the data active = activation fold from about 3, or a potency from the dose series; inactive = the rest, 99 in 100 with activation fold below about 1.6; also: many of its hits are not listed in these tables
WT yeast gro inh: growth inhibition of WT yeast, mitochondrial fusion screen; mitochondrial fusion phenotypic screen, WT strain; AID 1362; 190,000 compounds, 2.1% hits; inhibition, % at 10 µM; in the data active = inhibition above about 58%; tested in S. cerevisiae
CSM14.1 death rescue: rescue of cells from ER stress-induced death, primary screen, 384-well, CSM14.1, thapsigargin, ATP luminescence (AID 1222) | CSM14.1 thapsigargin-induced death rescue, ATP luminescence; higher % means a stronger effect | cellular ATP content (survival), % at 20 µM; hits with a dose series show EC50 in µM | 190,000 tested, under 10 active;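 active = EC50 below 50 µM in the dose-response confirmation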;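 also: death triggered by thapsigargin at about 15 µM added after 2 h compound pretreatment; cell ATP read after overnight thapsigargin exposure of roughly 18 to 22 hours; normalized against plate controls of thapsigargin alone and 5% DMSO vehicle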
human PMI inhibition: MPI enzyme activity inhibition – biochemical, fluorescence intensity, coupled assay, primary screen (AID 1209); purified PMI enzyme, coupled fluorescence intensity; higher % means a stronger effect; inhibition, % at 20 µM, or IC50 in µM where a hit was titrated; 190,000 compounds, 0.42% hits;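 also: plate controls were DMSO vehicle for no effect and wells lacking substrate for full effect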
UTI89 phage lysis: protection from phage-mediated lysis, alamar blue read-out – E. coli UTI89, K1F phage, bacterial capsule biogenesis inhibitors (AID 488966); E. coli UTI89 K1F phage lysis, alamar blue, 2 h; higher % means a stronger effect; one-dose inhibition, % at 100 µM; IC50 in µM for titrated hits; 340,000 compounds, 0.02% hits;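 active = phage lysis inhibition, versus mean bacterial control, above a set limit; inconclusive = no clear call, values can overlap the other calls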;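 also: capsule biogenesis inhibitors block K1F phage lysis so surviving cells raise fluorescence; higher fluorescence means more inhibition of phage lysis; actives were called in the ten point dose series up to 300 µM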
Myeloid diff 2: compounds promoting myeloid differentiation; ER-HoxA9 myeloid progenitors, lysozyme-GFP differentiation, flow cytometry; calls only at 10 µM; 360,000 compounds, 1% hits;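 active = normalized GFP-positive differentiation at or above the plate's own cutoff, the solvent-only control mean plus 3 SD; inconclusive = no clear call, values can overlap the other calls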;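 also: cells exposed to compound for four days before flow analysis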
Hep lipid drop: hepatic lipid droplet formation modulation. AML12 mouse hepatocytes, oleate lipid droplets, BODIPY imaging. inhibition, % at 6.5 µM. 240,000 compounds, 0.4% hits. AID 1656;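 active = lipid droplet intensity inhibited by at least 50%, with more than 500 cells counted; inconclusive = wells with under 300 cells, treated as cytotoxic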
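Material: mouse AML12 hepatocyte cell line, fixed after treatment; Timing: compound with oleate, overnight; Technique: high-content imaging of BODIPY-stained droplets and DAPI nuclei; Probe or stimulus: oleate, 100 µM final; Dosing: compound at 6.5 µM only.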
WT yeast gro inh mutant strain: recorded beside WT yeast gro inh, whose call it bears; inhibition, %; mitochondrial fusion phenotypic screen, mutant strain inhibition
Hep lipid drop cells 6.5 µM: also measured in Hep lipid drop; calls as there; cell count; measured here: cell count, cytotoxicity flag;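 cells counted across two imaged fields per well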
Myeloid diff 2 GFP+ MAC1+ %: also measured in Myeloid diff 2; calls as there; GFP+ MAC1+ double positive, %; measured here: differentiation confirmed by MAC1 staining
* hit, by the source's call; i = inactive; ? = inconclusive; · = no result given; + = active, no number; [ ] = remark or other dose. Rule as the data show it, unless noted: active = inhibition above about 50%; inactive = the rest.

SMILES	human PMI inhibitors	P. falciparum M1AAP	TNAP activators	WT yeast gro inh	WT yeast gro inh mutant strain	CSM14.1 death rescue	human PMI inhibition	UTI89 phage lysis	Myeloid diff 2	Myeloid diff 2 GFP+ MAC1+ %	Hep lipid drop	Hep lipid drop cells 6.5 µM
CCOc1ccc2nc(NC(=S)N(C)C)sc2c1	22%	-1%	1.2	55	54	-1.4%	41%	0.1%	+	6.0*	13	810
O=C(/C=C/c1ccc2c(c1)OCO2)NCCSCc1ccc(Cl)cc1	10%	4%	1	-8	-10	4.7%	4%	0.6%	i	0.9	·	·
Cc1cc(C)c(C)c(S(=O)(=O)Nc2ccccc2C(=O)NCCCn2ccnc2)c1C	-5%	16%	1.3	-1	-3	-2.2%	5%	0.9%	i	1.0	-4	803
N/C(=N\OC(=O)c1cccs1)c1cccc(Br)c1	14%	-3%	1	17	50	-2.8%	16%	0.5%	i	0.1	-1	641
CCOc1cc(CNCCCN2CCOCC2)ccc1OCC(=O)NC(C)(C)C	-8%	8%	1	-5	-1	1.2%	-6%	-1.8%	i	0.3	-4	714
C[N+]1(CC(O)COCC2COc3ccccc3O2)CCOCC1 (stereo unspecified)	-15%	1%	1.1	-9	11	-4.3%	66%*	0.2%	i	0.2	5	699
CC(=O)NC1=NC(=O)/C(=C/N2CCCCC2)S1	10%	8%	1.1	-9	-13	·	11%	1.9%	i	5.1	-3	704
Cc1nn(Cc2ccc(F)cc2)c(C)c1NC(=O)c1noc2c1CCCCC2	14%	-1%	1.1	6	0	-1.2%	12%	-0.7%	?	·	-9	733
CN1CCC(=C2c3ccccc3C(O)c3ccccc32)CC1 (stereo unspecified)	·	0%	·	·	·	·	·	0.2%	i	0.3	8	681
Cc1nnc(SCC(=O)c2ccc(Cl)cc2)n(N)c1=O	0%	8%	1.5	15	-13	1.4%	-1%	0.2%	i	0.8	-9	632
CC1CC(C)CN(CC(O)COCCOc2ccc(Br)cc2)C1 (stereo unspecified)	-1%	2%	1	6	15	-0.3%	-16%	11%	i	0.8	-21	644
CC(=O)Nc1cccc(C(=O)Nc2cccnc2)c1	-1%	4%	1	-6	9	-0.9%	-18%	0.3%	i	0.1	-6	700
COC(=O)c1ccc(NC(=O)c2sc3nc(-c4ccccc4)cn3c2C)cc1	17%	3%	1	-1	-6	-1.1%	14%	0.5%	i	0.6	·	·
Cc1ccc(OCC(=O)NNC(=O)C2CCN(c3nc(C)cc(C)n3)CC2)cc1	-13%	-1%	1.2	-3	-13	-2.0%	-13%	-0.1%	i	1.1	·	·
COc1ccc(OC)c(/C=N/c2oc(-c3ccco3)c(-c3ccco3)c2C#N)c1	32%	?	0.8	14	25	-0.7%	-10%	-0.3%	i	0.7	·	·
Cc1ccc(C)c(NC(=O)c2ccccc2NC(=O)C2CCCO2)c1 (stereo unspecified)	14%	4%	1.1	6	17	1.0%	9%	0.4%	i	0.5	-2	746
CN(Cc1ccccc1)Cc1c[nH]c2ccccc12	17%	0%	1	14	7	-3.7%	13%	2.7%	i	1.4	-5	823
Cc1ccccc1Nc1nnc(SCC(=O)c2cc3ccccc3o2)s1	10%	6%	1.3	5	-1	2.2%	19%	-2.5%	i	0.9	13	652
O=C(CCc1ccccc1)Nc1ccccc1F	-1%	20%	1.1	-9	-61	-2.3%	2%	0.2%	i	1.0	13	797
COc1cccc(NC(=O)Nc2cc(NC(=O)Nc3cccc(OC)c3)c(C)nc2C)c1	4%	-1%	1.2	-5	-37	0.7%	14%	1.5%	i	0.3	0	535
CC/C(C)=C1\SC(N2CCN(c3cccc(C(F)(F)F)c3)CC2)=NC1=O	10%	-4%	1	13	4	1.2%	1%	0.2%	i	0.9	·	·
CC(C)CN1CCN(CC#Cc2ccccc2)CC1CCO (stereo unspecified)	12%	·	1	-8	-1	-2.2%	4%	0.4%	i	0.3	-1	721
COc1cc(-c2[nH]ncc2CN(C)Cc2cc(C)[nH]n2)cc(OC)c1OC	7%	3%	1.1	-4	3	-0.7%	8%	0.2%	i	0.4	11	704
O=C(O)c1ccc2c(c1)OCCO2	-4%	10%	1	-6	-42	-1.8%	0%	0.7%	i	1.1	17	715
Cc1c(NC(=O)C(C)Sc2nc3ccccc3c(=O)n2CCO)c(=O)n(-c2ccccc2)n1C (stereo unspecified)	10%	-2%	1.2	-29	-11	0.5%	9%	0.3%	i	1.6	·	·
c1cnc2ncc3sccc3c2c1	-2%	18%	1.1	-2	-21	-2.9%	-10%	-1.1%	i	0.0	-8	715
COc1ccc(OC)c(-c2csc(NC(=O)C3c4ccccc4Oc4ccccc43)n2)c1	9%	0%	1.2	9	16	-2.6%	16%	0.7%	i	0.7	13	660
C=CCN(C(=O)Nc1ccc(F)cc1)C1CC(=O)N(c2ccc(OC)cc2)C1=O (stereo unspecified)	13%	6%	1.1	-12	2	-0.7%	16%	3.5%	i	1.1	-2	689
N#CC1=C(N)OC2=C(CC/C2=C\c2ccccc2Cl)C1c1ccccc1Cl (stereo unspecified)	16%	23%	1.1	-12	-18	2.0%	15%	-0.5%	i	0.5	34	477
COc1ccc(C(=O)OCCN2C(=O)c3ccccc3C2=O)cc1	6%	5%	1.1	15	7	-0.5%	4%	2.1%	i	6.5	·	·
CC(C)C(=O)N1CCN(c2ccc(NC(=O)c3cccs3)cc2Cl)CC1	1%	·	1.1	-5	-6	4.3%	6%	-1.1%	i	0.1	-3	606
CCSC1=N/C(=C/c2ccsc2)C(=O)N1c1ccccc1	18%	2%	1.1	45	23	8.1%	14%	3.0%[50 µM]	i	0.5	-18	661
Fc1ccc(-c2ccnc3nc(N4CCN(c5ccccc5)CC4)nn23)cc1	-3%	2%	0.9	18	-3	-0.2%	-2%	0.7%	i	0.7	·	·
CC1(C2CC2)NC(=O)NC1=O (stereo unspecified)	-8%	0%	1.1	-8	3	-1.4%	-6%	1.0%[50 µM]	i	0.9	4	835
Cc1cc(NC(=O)CCCn2nc(C)c([N+](=O)[O-])c2C)no1	-10%	-1%	1.1	-10	-9	-1.3%	-10%	0.3%	i	0.5	24	684
Cc1cc(C)cc(-n2c(C)nc3cc(C(=O)O)ccc32)c1	3%	-2%	1	-5	1	-5.7%	-18%	0.0%	i	0.4	-2	700
CCCCCC(=O)NC(NC(=S)NC1CCS(=O)(=O)C1)C(Cl)(Cl)Cl (stereo unspecified)	1%	-2%	1.1	0	15	1.5%	2%	0.2%[50 µM]	i	1.8	19	750
CCc1cc2c(cc3c(=O)n(CC(=O)NCCCN4CC(C)CC(C)C4)ncn32)s1 (stereo unspecified)	6%	9%	1.1	10	1	-2.1%	0%	0.9%	i	7.0	·	·
O=C(Oc1coc(CSc2nnc(NC(=O)C3CC3)s2)cc1=O)c1ccccc1	9%	2%	1.2	9	10	-1.3%	13%	4.8%	i	0.9	6	648
O=[n+]1c2c(n([O-])c3ccccc31)CCCC2	4%	3%	0.9	0	-21	-1.5%	4%	4.3%	i	3.7	11	773

Arranged by value in TNAP activators (highest first): 3 from the list above
SMILES | TNAP activators
Cc1cc(C)c(C)c(S(=O)(=O)Nc2ccccc2C(=O)NCCCn2ccnc2)c1C | 1.3
Cc1nn(Cc2ccc(F)cc2)c(C)c1NC(=O)c1noc2c1CCCCC2 | 1.1
CC/C(C)=C1\SC(N2CCN(c3cccc(C(F)(F)F)c3)CC2)=NC1=O | 1

Next section
SMILES	human PMI inhibitors	P. falciparum M1AAP	TNAP activators	WT yeast gro inh	WT yeast gro inh mutant strain	CSM14.1 death rescue	human PMI inhibition	UTI89 phage lysis	Myeloid diff 2	Myeloid diff 2 GFP+ MAC1+ %	Hep lipid drop	Hep lipid drop cells 6.5 µM
COc1cc(/C=C(\C#N)C(=O)c2c(C)[nH]c3ccccc23)cc(OC)c1OC	10%	19%	1.1	-6	10	0.7%	22%	1.5%[50 µM]	i	0.2	6	700
CCCNC(=O)NC(=O)CSc1ccc2c(c1)OCCO2	-1%	-3%	1.1	-14	-7	2.1%	3%	0.4%	·	·	1	767
Cc1ccc(S(=O)(=O)N2CCCOC2CNC(=O)C(=O)NCCCn2ccnc2)cc1 (stereo unspecified)	6%	1%	1.1	-4	-11	-1.8%	10%	0.9%	i	0.7	-17	629
CC(C)[C@H](NC(=O)Nc1cccc(C(F)(F)F)c1)C(=O)O	7%	2%	1.2	0	0	0.9%	4%	0.1%	i	0.9	·	·
CC(C)(C)c1ccc(-c2nnc(N)o2)cc1	·	9%	·	·	·	·	·	-0.8%	i	0.4	5	706
Cc1ccc(NC(=O)c2cnc3ccccc3n2)cc1C	·	6%	·	·	·	·	·	-0.3%	i	0.5	-3	635
COc1cc2cc(Oc3ccc4ccc(=O)oc4c3)c(=O)oc2cc1O	14%	8%	1	-5	-28	-3.8%	9%	1.9%	i	2.4	18	687
O=C(Nc1ccc(F)cc1)c1sc2cc(C(F)(F)F)cnc2c1-c1cccs1	-2%	10%	1	11	11	-1.1%	-2%	0.0%	i	0.2	12	774
O=C1Nc2ccccc2S/C1=C\C(=O)N1CCCC1	2%	0%	1.1	15	-9	-1.1%	3%	·	·	·	-8	684
COc1ccc(OC)c(N2C(=O)CC(Cc3cc(C)cc(C)c3)C2=O)c1 (stereo unspecified)	5%	1%	1.1	1	-18	0.4%	2%	2.6%	i	5.0	0	675
COc1ccccc1CNC(=O)C(NS(=O)(=O)c1ccc2c(c1)OCCO2)C(C)C (stereo unspecified)	-9%	-1%	1.1	1	-1	-1.1%	-5%	2.2%	i	0.4	6	636
C/C(CC(=O)N(C(C)C)C(C)C)=N\NC(=O)c1ccccc1Br	7%	6%	1	-13	-3	-2.8%	-4%	-0.1%	i	0.2	-4	676
CCC(C)NS(=O)(=O)c1ccc(OCC(=O)N2CCCC2)cc1 (stereo unspecified)	-11%	6%	1.1	-14	13	-2.1%	-6%	2.3%[50 µM]	·	·	9	751
O=C(Cn1cnc2c(nnn2Cc2ccccc2F)c1=O)NCc1ccco1	-2%	8%	0.9	4	16	-0.9%	-13%	0.5%	i	0.3	·	·
Cc1cc(C)c2c(N)c(C(=O)NCc3ccco3)sc2n1	-102%	6%	1	-4	6	1.3%	-70%	-0.4%	i	0.7	-3	699
